# S100A4 MyoIIA = inhibitors of S100A4-myosin IIA peptide binding, primary screen, biochemical, fluorescence polarization, TAMRA-MyoIIA peptide. inhibition, % at 10.7 µM. 0.14% of 360,000 active. AID 652163, 2013;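 active = mean inhibition of at least 70% across replicates, with every replicate also reaching that level; inconclusive = mean inhibition reaches 70% but some replicates fall short; inactive = mean inhibition below 70%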
# Target sequence (P26447 whole entry, looked up): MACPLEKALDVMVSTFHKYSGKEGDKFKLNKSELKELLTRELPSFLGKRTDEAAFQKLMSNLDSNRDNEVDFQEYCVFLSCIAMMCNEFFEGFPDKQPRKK
#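 Assay system: human S100A4 monomer with TAMRA-labelled myosin IIA peptide / Buffer or medium: Calcium-containing HEPES buffer, pH 7.2 / Reagent: TAMRA-labelled myosin IIA heavy-chain peptide probe, 5 nM / Compound: one dose per compound / Timing: polarization read 5 min after assay mix addition, stable 5–60 min / Benchmarks: neutral control DMSO, positive control TFP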
# E-selectin induc = E-selectin induction in HUVECs, primary screen, imaging, HUVEC, immunofluorescence imaging, single point. normalized: neutral wells 0, TNF-alpha wells 100. 0.37% of 260,000 active. AID 686992, 2013. activation, % at 7.58 µM;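 active = mean E-selectin-positive cell signal at least 10% of the positive control, reached in at least 60% of replicates, without over 20% cell loss; inconclusive = no rule given, readout overlaps actives, possibly toxicity-flagged; inactive = the rest, including those meeting only one limit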;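 note: in these data hits start at about 27%; measured in HUVEC primary endothelial cells; signal is the percent of cells scored E-selectin positive by PE staining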
# Target sequence (P16581 whole entry, looked up): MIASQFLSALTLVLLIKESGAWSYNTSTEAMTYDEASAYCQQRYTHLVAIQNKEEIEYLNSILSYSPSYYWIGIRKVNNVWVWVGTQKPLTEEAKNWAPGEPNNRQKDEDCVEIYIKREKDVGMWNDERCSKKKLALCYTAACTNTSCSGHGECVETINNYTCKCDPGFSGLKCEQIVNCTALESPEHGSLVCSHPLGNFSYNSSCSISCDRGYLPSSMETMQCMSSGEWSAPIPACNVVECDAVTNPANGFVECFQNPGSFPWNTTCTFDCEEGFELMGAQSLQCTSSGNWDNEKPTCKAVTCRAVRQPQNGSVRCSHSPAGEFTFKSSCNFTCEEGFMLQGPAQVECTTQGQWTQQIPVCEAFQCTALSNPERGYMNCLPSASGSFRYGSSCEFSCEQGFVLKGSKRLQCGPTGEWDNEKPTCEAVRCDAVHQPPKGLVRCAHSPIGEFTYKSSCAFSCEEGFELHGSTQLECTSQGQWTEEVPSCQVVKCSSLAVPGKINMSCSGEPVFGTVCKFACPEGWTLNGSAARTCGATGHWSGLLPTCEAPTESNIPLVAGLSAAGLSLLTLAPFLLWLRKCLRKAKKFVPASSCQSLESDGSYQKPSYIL
#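 Test system: HUVEC; input: 3,000 HUVEC/well; measured by: immunofluorescence imaging; read-out: % PE-positive cells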
# SIRT5 block = SIRT5 desuccinylase inhibitors, primary screen, biochemical, fluorescence imaging, single point, set 5; NAD-dependent protein deacylase sirtuin-5, mitochondrial (Homo sapiens), Q9NXA8; Purified SirT5, succinyl-peptide AMC, trypsin-coupled fluorescence; inhibition, % at 15 µM; 1.1% of 330,000 active; AID 652115, 2013; in the data active = inhibition above about 15%; inconclusive = no clear call, values can overlap the other calls
# Target sequence (Q9NXA8 whole entry, looked up): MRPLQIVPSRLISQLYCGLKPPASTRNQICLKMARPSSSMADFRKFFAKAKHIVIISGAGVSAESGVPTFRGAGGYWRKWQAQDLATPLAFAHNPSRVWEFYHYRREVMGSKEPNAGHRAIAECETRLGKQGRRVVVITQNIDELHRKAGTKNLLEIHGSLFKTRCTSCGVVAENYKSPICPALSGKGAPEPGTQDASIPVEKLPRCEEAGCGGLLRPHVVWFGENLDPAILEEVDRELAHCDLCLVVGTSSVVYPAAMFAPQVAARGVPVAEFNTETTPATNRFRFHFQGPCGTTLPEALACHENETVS
# Statin myotox sup = suppressors of statin myotoxicity in C2C12 myotubes, primary screen, cell-based, single point, plate reader; C2C12 myotubes + simvastatin, ATP luminescence, 48 h; scaled: DMSO 0, geranylgeraniol control 100; rescue of ATP level, % at 7.49 µM; 0.78% of 330,000 active; AID 602340, 2012;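 active = mean ATP rescue above about 67%, or every replicate alone reaching that limit, limit read from the data, passing the limit was not always enough; inconclusive = no clear call, values can overlap the other calls; inactive = mean under the limit and some replicate under it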;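 note: myotubes were challenged with 10 µM simvastatin during compound exposure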
# DENV2 CPE = inhibitors of DENV2 cytopathic effect, primary screen, cell-based, plate reader, single concentration; AID 651640, 2012; CPE inhibition, % at 9.99 µM; 1.7% of 350,000 active; DENV2-infected cells, cytopathic effect rescue; in the data active = CPE inhibition above about 20%, passing the limit was not always enough; inconclusive = no clear call, values can overlap the other calls; tested in BHK-21 cells;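 note: 0% = median of neutral control wells and 100% = median of positive control wells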
# PglD DTNB = C. jejuni PglD acetyltransferase inhibitors, primary screen, biochemical, DTNB colorimetric, single point | 0.098% of 360,000 active | purified PglD enzyme, DTNB colorimetric CoA detection | inhibition, % at 12.5 µM; in the data active = inhibition above about 16%, passing the limit was not always enough; inconclusive = no clear call, values can overlap the other calls; note: strong numbers were not always called active
# ERp5 block = inhibitors of ERp5-driven insulin aggregation, primary screen, biochemical, turbidity, absorbance 650 nm, single point; inhibition, % at 9.99 µM; 90 min; Protein disulfide-isomerase A6 (Homo sapiens), Q15084; 0.05% of 350,000 active;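 active = mean replicate inhibition above about 25%, with every replicate also reaching it, limit read from the data, passing the limit was not always enough; inconclusive = only one of those two criteria met; inactive = neither criterion met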
# An asterisk follows results filed as active; ? = inconclusive; · = not tested or not shown; & = joins results of further samples. This is a subset (hit frequency here may not be typical).
# Assay codes – A = S100A4 MyoIIA; B = E-selectin induc; C = SIRT5 block; D = Statin myotox sup; E = DENV2 CPE; F = PglD DTNB; G = ERp5 block
C[C@@H]1CN([C@@H](C)CO)C(=O)c2cc(NC(=O)Cc3ccccc3)ccc2O[C@@H]1CN(C)C
  A: -4; B: ·; C: -2; D: -9; E: 4; F: 2; G: 1
O=C(O)/C=C\c1ccccc1Oc1ccc(F)cc1
  A: -2; B: 0.0; C: -6; D: -2; E: 1; F: -4; G: 3
Cc1ccccc1OCCC(=O)Nc1cc(S(=O)(=O)N2CCOCC2)ccc1OC(C)C
  A: 0; B: -0.2; C: -6; D: ·; E: -7; F: -4; G: -6
O=C(CCN=C1NS(=O)(=O)c2ccccc21)OCC(=O)c1ccccc1
  A: -4; B: -1.2; C: 0; D: -2; E: -8; F: ·; G: -3
Cn1cnc([N+](=O)[O-])c1Sc1nc(N)nc2c1ncn2C1CC(O)C(CO)O1 (centres undefined)
  A: -2; B: -0.4; C: 1; D: ·; E: -7; F: ·; G: 8
Cc1ccc(-c2ccc3c(c2)O[C@H](CN(C)C(=O)C2CC2)[C@H](C)CN([C@@H](C)CO)S3(=O)=O)cc1
  A: 19; B: -0.3; C: 4; D: -2; E: -8; F: 2; G: -4
COc1cc(Br)cc(/C=C/c2ccc3cccc(O)c3n2)c1OC
  A: -21; B: -0.1; C: -5; D: -14; E: 11; F: -4; G: 1
CC=Cc1ccc2n(c1=O)C[C@H]1[C@H](CO)[C@@H](C(=O)N3CCc4ccccc4C3)N(C(=O)C3CC3)[C@@H]21 (mixture of isomers)
  A: 12; B: 0.0; C: -5; D: -6; E: -3; F: 3; G: -3
CCS(=O)(=O)N1CCCCN2[C@H](CO)[C@@H](c3ccc(-c4ccccc4C)cc3)[C@@H]2C1
  A: -3; B: -0.4; C: 0; D: ·; E: -5; F: 1; G: 11
CC(C)N1C(=O)c2ccccc2NC(=O)C1C(=O)NCc1cccs1 (centres undefined)
  A: 8; B: -0.1; C: -1; D: ·; E: 0; F: ·; G: 3

# Four entries already listed, sorted by molecular weight, rising.
# Assay codes – A = S100A4 MyoIIA; B = E-selectin induc; C = SIRT5 block; D = Statin myotox sup; E = DENV2 CPE; F = PglD DTNB; G = ERp5 block
O=C(O)/C=C\c1ccccc1Oc1ccc(F)cc1
  A: -2; B: 0.0; C: -6; D: -2; E: 1; F: -4; G: 3
CC(C)N1C(=O)c2ccccc2NC(=O)C1C(=O)NCc1cccs1 (centres undefined)
  A: 8; B: -0.1; C: -1; D: ·; E: 0; F: ·; G: 3
Cn1cnc([N+](=O)[O-])c1Sc1nc(N)nc2c1ncn2C1CC(O)C(CO)O1 (centres undefined)
  A: -2; B: -0.4; C: 1; D: ·; E: -7; F: ·; G: 8
Cc1ccc(-c2ccc3c(c2)O[C@H](CN(C)C(=O)C2CC2)[C@H](C)CN([C@@H](C)CO)S3(=O)=O)cc1
  A: 19; B: -0.3; C: 4; D: -2; E: -8; F: 2; G: -4

# Back to the main list; the 2 compounds before the break are reprinted first.
# Assay codes – A = S100A4 MyoIIA; B = E-selectin induc; C = SIRT5 block; D = Statin myotox sup; E = DENV2 CPE; F = PglD DTNB; G = ERp5 block
CCS(=O)(=O)N1CCCCN2[C@H](CO)[C@@H](c3ccc(-c4ccccc4C)cc3)[C@@H]2C1
  A: -3; B: -0.4; C: 0; D: ·; E: -5; F: 1; G: 11
CC(C)N1C(=O)c2ccccc2NC(=O)C1C(=O)NCc1cccs1 (centres undefined)
  A: 8; B: -0.1; C: -1; D: ·; E: 0; F: ·; G: 3
C[C@H](CO)N1C[C@H](C)[C@H](CN(C)CC2CCCC2)Oc2ncc(-c3ccc(F)cc3)cc2C1=O
  A: 2; B: 0.8; C: -1; D: 5; E: 7; F: 3; G: 17
COc1ccc(NC(=O)CNC(=O)c2sc3ccccc3c2Cl)c(OC)c1
  A: 0; B: -0.3; C: -1; D: 11; E: ·; F: ·; G: -3
Cn1ccnc1SCC(=O)Nc1cc(F)ccc1F
  A: 6; B: -0.1; C: 1; D: -11; E: -9; F: -2; G: 7
COCCNC(=O)C1C(=O)Nc2ccccc2C(=O)N1c1ccc2c(c1)OCCO2 (centres undefined)
  A: -3; B: 3.4; C: -10; D: ·; E: 5; F: ·; G: -2
COc1ccc(/C=N/NC(=O)c2nonc2N)cc1OC
  A: 1; B: 0.0; C: 1; D: ·; E: -2; F: ·; G: 1
CCC(=O)Nc1ccc2c(c1)C(=O)N(C)C[C@H](OC)[C@@H](C)CN(CC1CCOCC1)[C@@H](C)CO2
  A: ·; B: -0.3; C: ·; D: -1; E: ·; F: -2; G: ·
CCOc1ccc(-n2nnc3c(=O)n(CC(=O)N4CCCc5ccccc54)cnc32)cc1
  A: 6; B: ·; C: -6; D: -4; E: 3; F: 4; G: 4
Cc1noc(C)c1NC(=O)N(C)C[C@H]1Oc2ccc(NC(=O)c3ccncc3)cc2CC(=O)N([C@H](C)CO)C[C@H]1C
  A: -17; B: ·; C: -3; D: 2; E: 1; F: -2; G: -6
Cc1cc(C)cc(OCC(=O)OCc2nnc(-c3ccccc3)o2)c1
  A: -14; B: 0.8; C: -6; D: ·; E: ·; F: ·; G: 2
C/C(=N/Nc1ncc(Br)cn1)c1ccc(Br)cc1
  A: -1; B: 0.1; C: -1; D: -24; E: -3; F: -2; G: -7
Nc1ncnc2c1ncn2C1CCCC1
  A: -4; B: -0.2; C: 9; D: 5; E: -4; F: 2; G: -1
COc1ccc(/C(N)=N/OC(=O)CC2CCCCC2)cc1OC
  A: 3; B: -0.1; C: 0; D: 3; E: 13; F: -1; G: 5
C[C@@H]1CCCCO[C@@H](CN(C)C(=O)NC2CCCCC2)[C@@H](C)CN([C@@H](C)CO)C(=O)c2cc(NC(=O)NC3CCCCC3)ccc2O1
  A: 12; B: -0.1; C: 3; D: ·; E: -9; F: 0; G: -3
COCCNC(=O)CN(CCc1ccccc1)S(=O)(=O)c1ccc(Br)cc1
  A: -4; B: 1.7; C: -8; D: -6; E: -1; F: 5; G: -3
O=C(COC(=O)c1cccc(S(=O)(=O)NCc2ccccc2)c1)NCC1CCCO1 (centres undefined)
  A: 1; B: -0.1; C: 0; D: 8; E: -5; F: 2; G: -34
COc1ccc(-c2noc(CSc3nnc(-c4ccccc4)n3C)n2)cc1
  A: -1; B: ·; C: 0; D: ·; E: 1; F: -9; G: -1
CSc1ccc(CN2CCC(C)(Oc3ccc(C(C)=O)cc3)C2)cc1 (centres undefined)
  A: -17; B: 0.3; C: ·; D: -2; E: -4; F: -1; G: 3
CC(C)n1nc(C(=O)Nc2cccc(S(=O)(=O)N3CCCCC3)c2)c2ccccc2c1=O
  A: -2; B: -0.8; C: 0; D: -10; E: 10; F: -3; G: 1
C[C@H]1CN([C@@H](C)CO)S(=O)(=O)c2ccc(C#CC3CC3)cc2O[C@H]1CN(C)C(=O)Cc1ccncc1
  A: -10; B: 0.5; C: 1; D: 24; E: 10; F: -1; G: 2
COc1cc(/C=N/NC(=O)c2ccncc2)ccc1OCc1cnc(Cl)s1
  A: -5; B: ·; C: -1; D: 9; E: -2; F: -1; G: 0

# Continuation:
# Sequence of screens – S100A4 MyoIIA	E-selectin induc	SIRT5 block	Statin myotox sup	DENV2 CPE	PglD DTNB	ERp5 block
Cc1cccc(C)c1NC(=O)NN=C1CCCCC1
    3	0.8	-2	·	-3	0	1
Cc1cc(SCC(=O)NC2CCCCC2)nc2ccccc12
    -3	0.1	-7	-7	-3	8	1
CCOC(=O)C1(Cc2ccc(OC)cc2)CCN(C(=O)c2ccc3[nH]ccc3c2)CC1
    -1	0.2	-5	-17	7	·	7
Cc1ccc(C)c(OCCCC(=O)N2CCOCC2)c1
    -1	0.0	2	-1	1	-2	0
O=C(NC(CC1=CCCCC1)c1ccc2ccccc2c1)C(F)(F)F (centres undefined)
    -2	0.1	-3	·	8	·	-1
CCCCN(CCCC)CCNC(=O)CSCc1ccc(C)cc1
    -4	-0.1	-6	5	7	0	4
COc1ccc(NS(=O)(=O)c2ccc(C(=O)N(C)Cc3ccc(C)o3)cc2)cc1
    -7	·	-1	-1	16	-1	4
COc1ccccc1NC(=O)N(C)C[C@@H]1OCc2cnnn2CCCC(=O)N([C@H](C)CO)C[C@H]1C
    -2&0	-0.2&-0.3	-2&1	0&-1&0	7&1	-10&-1	-16&-8
CS(=O)(=O)N1[C@H](C#N)[C@@H](c2ccc(C#CC3CCCCC3)cc2)[C@H]1CO
    15	0.0	-1	6	-12	1	-3
C=C(C)CSc1nc(N)c(C#N)c(-c2ccc(C)cc2)c1C#N
    2	·	0	-199	-12	0	2
CCN(c1ccccc1)S(=O)(=O)c1ccc(OC)c(NC(=O)c2c(C)noc2C)c1
    2	2.9	-3	-28	16	-2	27*
CCN1CCN(C(=O)c2c(-c3ccccc3)noc2C)CC1
    -5	·	0	-7	-2	·	-1
C=C[C@@]1(C)CCC(/C(C)=C/C=C/C(C)(C)O)C[C@@H]1C(=C)C (some centres undefined)
    -2	0.0	-1	-7	?	7	1
O=C(C[C@@H]1C[C@H]2c3cc(NC(=O)c4cccnc4)ccc3O[C@H]2[C@@H](CO)O1)NC1CCCCC1
    -2	0.6	1	1	3	0	0
C[C@H](CO)N1C[C@H](C)[C@@H](CN(C)S(=O)(=O)c2ccc(F)cc2)Oc2ccc(NC(=O)Nc3ccc4c(c3)OCO4)cc2C1=O
    1	5.8	-2	3	-2	4	5
O=C(CN1CCN(C(=O)N2CCOCC2)CC1)Nc1cc(Cl)ccc1Cl
    -2	·	-3	4	9	-31	-2
CCCCN(C=O)c1c(CC)nc2c(OCCOc3ccccc3)cccn12
    -2	-0.1	2	-8	-8	8	12
COc1ccc(C(=O)Nc2ccc(C(=O)N3CCCC3)cc2)cc1[N+](=O)[O-]
    44	-0.2	2	·	-5	-3	3
CO[C@@H]1CN(C)C(=O)c2cc(NC(=O)c3cc(C)on3)ccc2OC[C@@H](C)N(C(C)=O)C[C@@H]1C
    -2	-0.2	1	-2	6	-2	-8
COC(=O)c1cnn(-c2ccccc2)c1C(OC)OC
    0	-0.2	-1	0	7	-1	1
COc1ccc(C(C(=O)NCc2ccccc2)N(Cc2ccco2)C(=O)c2snc(C(N)=O)c2N)cc1OC (centres undefined)
    1	-0.2	·	-7	6	-5	2
CC(C)NC(=O)N(C)C[C@H]1Oc2c(NC(=O)Nc3cccc4ccccc34)cccc2C(=O)N([C@@H](C)CO)C[C@@H]1C
    4	0.1	0	31	9	6	2
C(=N\Nc1nncc2ccccc12)/c1ccccn1
    -3	·	-8	-97	-7	1	-1
CCOC(=O)[C@]12CCC=C1N(CCC1=CCCCC1)C(=O)[C@H](CC(=O)NCc1ccccc1)C2
    -2	·	-11	·	-9	·	9
COc1ccccc1Cc1c(-c2ccc(C#N)cc2)nc2c3ccccc3ccn12
    -6	-0.3	·	4	-11	-1	-4
COc1ccccc1/C=C(/NC(=O)c1ccc(Cl)cc1Cl)C(=O)O
    -3	·	·	·	8	·	2
Cc1ccc(/C=N/NC(=O)c2cccnc2)s1
    -14	5.5	-1	·	0	-2	-3
C[C@@H]1CCCCO[C@@H](CN(C)CC2CC2)[C@H](C)CN([C@H](C)CO)C(=O)c2cc(NC(=O)CCC(F)(F)F)ccc2O1
    7	-0.1	8	·	-4	·	1
CNc1ccccc1C(C)(C)c1cc(-c2cccc(OC)c2)no1
    -22	46*	8	·	5	·	5
CCN(CC)CCN1CCN(c2cncc(-c3cccc(N)c3)n2)CC1
    1	0.5	·	1	-4	-2	-9

# High-throughput results: PubChem BioAssay, Broad Institute
